NR2E3 ag-1 = human photoreceptor-specific nuclear receptor agonism; inhibition of corepressor binding, % at 3.98 µM; CHO-S Gal4-NCOR/VP16-NR2E3 two-hybrid, luciferase; actives 0.35% (n = 360,000); AID 602229;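 active = inhibition above the mean of all tested compounds plus 3 SD, cut at about 70% in these data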;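 also: 0% = DMSO with NR2E3 transfected cells and 100% = cells lacking NR2E3 construct; higher means lower luciferase signal from less NR2E3 corepressor binding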
Target sequence (Q9Y5X4 whole entry, looked up, the tested form may be a part): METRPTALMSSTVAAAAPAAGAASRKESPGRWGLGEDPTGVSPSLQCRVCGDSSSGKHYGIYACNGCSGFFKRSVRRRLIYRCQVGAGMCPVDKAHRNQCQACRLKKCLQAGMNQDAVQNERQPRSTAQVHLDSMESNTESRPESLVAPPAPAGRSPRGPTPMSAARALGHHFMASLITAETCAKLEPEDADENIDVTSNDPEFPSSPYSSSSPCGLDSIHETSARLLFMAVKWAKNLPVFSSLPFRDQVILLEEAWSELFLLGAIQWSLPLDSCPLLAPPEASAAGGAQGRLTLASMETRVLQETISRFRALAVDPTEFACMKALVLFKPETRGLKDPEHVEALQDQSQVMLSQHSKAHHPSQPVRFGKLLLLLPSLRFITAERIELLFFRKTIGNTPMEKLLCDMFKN
KKLEB tox = reduces viability of KKLEB cystic fibrosis airway cells | actives 0.36% (n = 360,000) | activity change (cytotoxicity), % at 5 µM | KKLEB CF airway cells viability, ATPlite luminescence, overnight; stronger effect = lower value; cells stimulated with P. aeruginosa culture filtrate | AID 602141;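 active = corrected activity change at or below -50% at 5 µM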
Peg3 promoter = inhibitors of Peg3 promoter | actives 1.7% (n = 360,000) | HeLa PEG-Prom luciferase reporter, luminescence, overnight | inhibition, % at 20 µM;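 active = inhibition of at least 50% at 20 µM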
TRPM1 prom inh = reduces MITF-dependent TRPM1 promoter luciferase signal; SK-MEL-5 TRPM1 promoter luciferase, 24 h; inhibition, % at 12.5 µM; actives 0.83% (n = 330,000); AID 488899;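 active = mean inhibition across replicates of 60% or more, whatever share of single replicates reaches that level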; also: values of inactives mirror those of a sister screen read the other way
NR2E3 ag-2 = agonists of human nuclear receptor NR2E3; GST-NR2E3/biotin-RetCOR TR-FRET, 1536-well; inhibition of corepressor binding, % at 4.78 µM; actives 0.12% (n = 320,000); AID 2300;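 active = percent inhibition above the cutoff of mean plus 3 SD of all tested compounds, set per screening campaign, cut at about 20% in these data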;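 also: 0% = DMSO wells and 100% = biotin wells as full block of FRET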
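System: GST-tagged NR2E3 plus biotinylated RetCOR corepressor; Amount: 1.35 nM GST-tagged NR2E3 final; Dosing: single nominal compound dose of 4.8 µM; Schedule: 5 h incubation at 4 °C; Technique: TR-FRET with europium anti-GST and streptavidin-D2, 340 nm excitation; Controls: biotin wells as high control, 0.6% DMSO wells as low control.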
Shn3 inh set2 = reduces Shn3 3'UTR luciferase signal in osteoblasts | actives 0.52% (n = 360,000) | Clone20 osteoblast Shn3 3'UTR firefly luciferase, 24 h | inhibition, % at 12.5 µM;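 active = mean inhibition of at least 75% with every replicate also reaching 75%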;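 also: 0% = median of neutral control wells and 100% = pilot-screen positive control compound; some compounds past the cut are filed as inactive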
C8 TRAIL sens = sensitizes caspase-8 expressing cells to TRAIL; NB7+C8 cells + TRAIL, ATPlite viability luminescence; inhibition (viability loss, TRAIL sensitization), % at 10 µM; actives 1% (n = 360,000); AID 624354;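 active = compounds causing at least 50% loss of cell viability in the single-dose screen, relative to plate controls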
hiPSC survival = increases survival of single human iPS cells; hiPSC single-cell survival, ATPlite luminescence; 100% = ROCK inhibitor wells, 0% = DMSO; survival enhancement, % at 20 µM; actives 0.044% (n = 360,000); AID 602274; in the data active = survival enhancement above about 18%;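 also: cells exposed to compounds for 16 hours before the ATP read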
CF NFkB inh = cystic fibrosis NF-kB activation inhibition. inhibition, % at 5 µM. AID 588850. KKLEB NF-kB-GFP reporter, PAF-induced, GFP fluorescence overnight. actives 0.86% (n = 360,000);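 active = at least 50% inhibition at 5 µM, scaled per plate between neutral and stimulator controls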;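 also: PAF is a Pseudomonas aeruginosa culture filtrate used as stimulus; plate controls were PAF-stimulated DMSO wells for no effect and unstimulated DMSO wells for full effect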
HIF-2a block = inhibitors of HIF-2a. AID 624352. 786-0 RCC cells HIF-2a reporter, luciferase luminescence, overnight. inhibition, % at 18.8 µM. actives 0.72% (n = 360,000);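 active = inhibition of the luminescence signal of 40% or more relative to plate controls, in a single-dose primary screen at 18.75 µM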
LMP1 NFkB inh = inhibitors of Epstein-Barr LMP1-induced NF-kappaB reporter | LMP1-induced NF-kappaB luciferase reporter cells, luminescence | inhibition, % at 12.5 µM | actives 0.69% (n = 350,000) | AID 504558; in the data active = inhibition above about 41%;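 also: 0% = neutral control wells and 100% = reference inhibitor control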
Numbers without * were called inactive. Some of the compounds tested; the hit share may differ from the screen's.

How did O=C(NC1CCCC1)C1CCN(c2nccs2)CC1 do in these assays?
NR2E3 ag-1: -15; KKLEB tox: 1; Peg3 promoter: 7; TRPM1 prom inh: -2; NR2E3 ag-2: 2; Shn3 inh set2: 3; C8 TRAIL sens: 5; hiPSC survival: -0.1; CF NFkB inh: 3; HIF-2a block: 9; LMP1 NFkB inh: -19

Results for CC(Sc1nnc(C2CC2)n1C)C(=O)Nc1ccc2c(c1)CCC2 (stereo unspecified) ?
NR2E3 ag-1: -15; KKLEB tox: 17; Peg3 promoter: 9; TRPM1 prom inh: -13; NR2E3 ag-2: -1; Shn3 inh set2: -27; C8 TRAIL sens: -3; hiPSC survival: -1.5; CF NFkB inh: -11; HIF-2a block: 0; LMP1 NFkB inh: -4

Results for COC(=O)c1cc(NS(=O)(=O)c2ccc(NCc3cccnc3)c(N)c2)cc(C(=O)OC)c1 ?
NR2E3 ag-1: -4; KKLEB tox: -9; Peg3 promoter: 5; TRPM1 prom inh: 3; NR2E3 ag-2: 2; Shn3 inh set2: 4; C8 TRAIL sens: -13; hiPSC survival: 1.8; CF NFkB inh: 5; HIF-2a block: 7; LMP1 NFkB inh: -10

Results for COc1ccc2cc3cc(C(=O)Nc4ccccc4N4CCN(C)CC4)oc3nc2c1 ?
NR2E3 ag-1: -14; KKLEB tox: -22; Peg3 promoter: 115*; TRPM1 prom inh: 66*; NR2E3 ag-2: 4; Shn3 inh set2: 14; C8 TRAIL sens: 16; hiPSC survival: -4.0; CF NFkB inh: 12; HIF-2a block: 55*; LMP1 NFkB inh: 0

How did CCN(CC)CCNC(=O)C1c2cc(OC)c(OC)cc2C(=O)N2CCc3ccccc3C12 (stereo unspecified) do in these assays?
NR2E3 ag-1: -10; KKLEB tox: 3; Peg3 promoter: -1; TRPM1 prom inh: -3; NR2E3 ag-2: 0; Shn3 inh set2: 3; C8 TRAIL sens: -7; hiPSC survival: -0.1; CF NFkB inh: -1; HIF-2a block: 4; LMP1 NFkB inh: -5

Results for COc1ccccc1-c1nnc(SCC(=O)Nc2c(Cl)cccc2Cl)o1 ?
NR2E3 ag-1: 0; KKLEB tox: -5; Peg3 promoter: 20; TRPM1 prom inh: 9; NR2E3 ag-2: 3; Shn3 inh set2: -5; C8 TRAIL sens: -5; hiPSC survival: 0.3; CF NFkB inh: 8; HIF-2a block: 3; LMP1 NFkB inh: -7

What do the screens show for `COc1cccc(C(c2nnnn2CCc2ccccc2)N2CCN(c3ccccc3)CC2)c1OC` (stereo unspecified)?
NR2E3 ag-1: -12; KKLEB tox: 3; Peg3 promoter: 51*; TRPM1 prom inh: 1; NR2E3 ag-2: -2; Shn3 inh set2: 25; C8 TRAIL sens: 6; hiPSC survival: -0.8; CF NFkB inh: 26; HIF-2a block: 8; LMP1 NFkB inh: 16

What do the screens show for `C=C(C)CNC(=S)NNC(=O)c1ccco1`?
NR2E3 ag-1: -8; KKLEB tox: 10; Peg3 promoter: 10; TRPM1 prom inh: 11; NR2E3 ag-2: 6; Shn3 inh set2: -1; C8 TRAIL sens: -6; hiPSC survival: -0.8; CF NFkB inh: 12; HIF-2a block: 0; LMP1 NFkB inh: -8

What do the screens show for `CC1=C(C(=O)OC(C)C)C(c2ccc(Br)s2)NC(=O)N1` (stereo unspecified)?
NR2E3 ag-1: -1; KKLEB tox: 4; Peg3 promoter: 28; TRPM1 prom inh: 2; NR2E3 ag-2: 1; Shn3 inh set2: 3; C8 TRAIL sens: 9; hiPSC survival: 0.6; CF NFkB inh: -3; HIF-2a block: -7; LMP1 NFkB inh: 1

What do the screens show for `NC(=O)COC(=O)c1cc(Cl)cc(Cl)c1N`?
NR2E3 ag-1: -18; KKLEB tox: -4; Peg3 promoter: -7; TRPM1 prom inh: 2; NR2E3 ag-2: 6; Shn3 inh set2: -8; C8 TRAIL sens: -1; hiPSC survival: 0.0; CF NFkB inh: 10; HIF-2a block: 11; LMP1 NFkB inh: 2

How did O=C(NC1CCCCC1)c1ccc(-n2cncn2)c([N+](=O)[O-])c1 do in these assays?
NR2E3 ag-1: -14; KKLEB tox: -12; Peg3 promoter: 12; TRPM1 prom inh: 2; Shn3 inh set2: 6; C8 TRAIL sens: 16; hiPSC survival: 0.0; CF NFkB inh: -12; HIF-2a block: 6; LMP1 NFkB inh: -5

What do the screens show for `CC(=C/c1ccco1)/C=N/N1CCN(c2ccccc2)CC1`?
NR2E3 ag-1: -106; KKLEB tox: -8; Peg3 promoter: -286; TRPM1 prom inh: -67; NR2E3 ag-2: -4; Shn3 inh set2: -57; C8 TRAIL sens: 6; hiPSC survival: -3.0; CF NFkB inh: 8; HIF-2a block: -196; LMP1 NFkB inh: -23

Results for COc1cc2c(cc1N/C=C(\C#N)c1nc(-c3ccc(F)cc3)cs1)oc1ccccc12 ?
NR2E3 ag-1: -17; KKLEB tox: -1; Peg3 promoter: 20; TRPM1 prom inh: -2; NR2E3 ag-2: -2; Shn3 inh set2: -11; C8 TRAIL sens: 3; hiPSC survival: 1.3; CF NFkB inh: -18; HIF-2a block: 3; LMP1 NFkB inh: 5

What do the screens show for `CN(Cc1cccs1)C(=O)CNC(=O)c1ccco1`?
NR2E3 ag-1: -12; KKLEB tox: -11; Peg3 promoter: -18; TRPM1 prom inh: -18; NR2E3 ag-2: -1; Shn3 inh set2: -23; C8 TRAIL sens: -10; hiPSC survival: -0.4; CF NFkB inh: 1; HIF-2a block: -76; LMP1 NFkB inh: -1

What do the screens show for `Cc1cccc(OCC(=O)Nc2ccc3c(c2)OCO3)c1C`?
NR2E3 ag-1: 8; KKLEB tox: -3; Peg3 promoter: -83; TRPM1 prom inh: -17; NR2E3 ag-2: -1; Shn3 inh set2: -60; C8 TRAIL sens: -1; hiPSC survival: -0.7; CF NFkB inh: 1; HIF-2a block: -161; LMP1 NFkB inh: -3

Copied from above for reference:
How did O=C(NC1CCCC1)C1CCN(c2nccs2)CC1 do in these assays?
NR2E3 ag-1: -15; KKLEB tox: 1; Peg3 promoter: 7; TRPM1 prom inh: -2; NR2E3 ag-2: 2; Shn3 inh set2: 3; C8 TRAIL sens: 5; hiPSC survival: -0.1; CF NFkB inh: 3; HIF-2a block: 9; LMP1 NFkB inh: -19

Results for CC(Sc1nnc(C2CC2)n1C)C(=O)Nc1ccc2c(c1)CCC2 (stereo unspecified) ?
NR2E3 ag-1: -15; KKLEB tox: 17; Peg3 promoter: 9; TRPM1 prom inh: -13; NR2E3 ag-2: -1; Shn3 inh set2: -27; C8 TRAIL sens: -3; hiPSC survival: -1.5; CF NFkB inh: -11; HIF-2a block: 0; LMP1 NFkB inh: -4

Results for COC(=O)c1cc(NS(=O)(=O)c2ccc(NCc3cccnc3)c(N)c2)cc(C(=O)OC)c1 ?
NR2E3 ag-1: -4; KKLEB tox: -9; Peg3 promoter: 5; TRPM1 prom inh: 3; NR2E3 ag-2: 2; Shn3 inh set2: 4; C8 TRAIL sens: -13; hiPSC survival: 1.8; CF NFkB inh: 5; HIF-2a block: 7; LMP1 NFkB inh: -10

Results for COc1ccc2cc3cc(C(=O)Nc4ccccc4N4CCN(C)CC4)oc3nc2c1 ?
NR2E3 ag-1: -14; KKLEB tox: -22; Peg3 promoter: 115*; TRPM1 prom inh: 66*; NR2E3 ag-2: 4; Shn3 inh set2: 14; C8 TRAIL sens: 16; hiPSC survival: -4.0; CF NFkB inh: 12; HIF-2a block: 55*; LMP1 NFkB inh: 0

Continuation:
What do the screens show for `CC1(C)CC(=O)C=C(Nc2cccc(Cl)c2Cl)C1`?
NR2E3 ag-1: -13; KKLEB tox: -6; Peg3 promoter: 2; TRPM1 prom inh: -9; NR2E3 ag-2: 1; Shn3 inh set2: 29; C8 TRAIL sens: -9; hiPSC survival: -0.3; CF NFkB inh: 24; HIF-2a block: 21; LMP1 NFkB inh: -4

What do the screens show for `Cc1cccc(C)c1OCc1cc(C(=O)N2CCN(c3ccccc3)CC2C)no1` (stereo unspecified)?
NR2E3 ag-1: -10; KKLEB tox: -16; Peg3 promoter: 10; TRPM1 prom inh: -11; NR2E3 ag-2: 0; Shn3 inh set2: -12; C8 TRAIL sens: 15; hiPSC survival: -0.2; CF NFkB inh: -73; HIF-2a block: -27; LMP1 NFkB inh: 5

Results for COc1ccc(-c2cc(C)nc3nc(N)nn23)cc1 ?
NR2E3 ag-1: -2; KKLEB tox: 11; Peg3 promoter: -19; TRPM1 prom inh: 1; NR2E3 ag-2: 3; Shn3 inh set2: 0; C8 TRAIL sens: 0; hiPSC survival: 2.6; CF NFkB inh: -14; HIF-2a block: 6; LMP1 NFkB inh: 3

What do the screens show for `COc1ccc(OCc2cc(C(=O)NCc3nc(C)cs3)no2)c(Cl)c1`?
NR2E3 ag-1: -78; KKLEB tox: -5; Peg3 promoter: -230; TRPM1 prom inh: -48; NR2E3 ag-2: -1; Shn3 inh set2: -61; C8 TRAIL sens: 2; hiPSC survival: 0.1; CF NFkB inh: -54; HIF-2a block: -213; LMP1 NFkB inh: -35

How did Nc1nc(Nc2ccccc2)nc(N2CCOCC2)c1[N+](=O)[O-] do in these assays?
NR2E3 ag-1: 25; KKLEB tox: 2; Peg3 promoter: -3; TRPM1 prom inh: 12; NR2E3 ag-2: -5; Shn3 inh set2: -7; C8 TRAIL sens: -4; hiPSC survival: 1.9; CF NFkB inh: 25; HIF-2a block: -10; LMP1 NFkB inh: 1

How did Cc1ccc(S(=O)(=O)N(C)c2ccc3c(ncn3C)c2[N+](=O)[O-])cc1 do in these assays?
NR2E3 ag-1: -11; KKLEB tox: -7; Peg3 promoter: -5; TRPM1 prom inh: -11; NR2E3 ag-2: 1; Shn3 inh set2: -17; C8 TRAIL sens: -12; hiPSC survival: -0.3; CF NFkB inh: -18; HIF-2a block: 5; LMP1 NFkB inh: 3

Results for CCOc1ccc(Nc2n[nH]c(=S)s2)cc1 ?
NR2E3 ag-1: -132; KKLEB tox: 10; Peg3 promoter: -168; TRPM1 prom inh: -56; NR2E3 ag-2: -2; Shn3 inh set2: -73; C8 TRAIL sens: 20; hiPSC survival: 0.3; CF NFkB inh: -32; HIF-2a block: -156; LMP1 NFkB inh: -22

How did O=C(NC1CC2CCC1C2)c1ccc(CN2CCOCC2)cc1 (stereo unspecified) do in these assays?
NR2E3 ag-1: -39; KKLEB tox: 11; Peg3 promoter: -74; TRPM1 prom inh: -3; NR2E3 ag-2: 4; Shn3 inh set2: -3; C8 TRAIL sens: 3; hiPSC survival: 1.4; CF NFkB inh: 7; HIF-2a block: -118; LMP1 NFkB inh: -4

Screens from PubChem BioAssay.
